FN deposition inh – fibronectin deposition inhibition | AH1F fibroblasts, Alexa488-fibronectin deposition fluorescence, overnight | inhibition, % at 12.6 µM | 350,000 compounds, 0.086% hits | AID 743247;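 active = mean inhibition across replicates of 30% or more, regardless of how many single replicates reach that level; inconclusive = mean under 30% yet at least half of replicates reach 30%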;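 note: positive control wells lacked labelled fibronectin entirely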
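Material: AH1F fibroblasts assembling fluorescent fibronectin matrix; amount: 10000 AH1F cells/well; medium: DMEM, 2% serum; reagent: Alexa488-fibronectin, 24 nM final in well; dosing: single compound dose, delivered by pin transfer; incubation: 1 h adhesion, overnight exposure; detection: fluorescence after three HBSS washes, excitation 485 nm, emission 525 nm; measure: fibronectin deposition inhibition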
CFTR F508del cor – correctors of CFTR F508del function in bronchial epithelial cells | CFBE cells, YFP halide quenching; stimulated with forskolin plus potentiator P3; % fluorescence drop versus neutral controls | activity (quench increase), % at 7.58 µM | 350,000 compounds, 0.36% hits;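 active = mean added fluorescence quench of at least 8% versus neutral control, with both replicates also reaching 8%; inconclusive = only one of the mean or replicate conditions met; inactive = mean below 8% and not both replicates reaching 8%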;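 note: cells transiently co-express mutant CFTR-F508del with the halide-sensitive YFP; corrector assay measuring rescue of mutant channel to the surface after 24 h compound exposure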
DENV2 CPE – protects cells from dengue virus 2 cytopathic effect | DENV2-infected cells, cytopathic effect rescue, plate reader | CPE inhibition, % at 9.99 µM | 350,000 compounds, 1.7% hits; in the data active = CPE inhibition above about 20%, passing the limit was not always enough; inconclusive = no clear call, values can overlap the other calls; tested in BHK-21 cells;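 note: 0% = median of neutral control wells and 100% = median of positive control wells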
PAX8 reporter – PAX8 transcriptional activity inhibition; RMG-I TPO-luciferase reporter, SteadyGlo, 24 h; inhibition, % at 12.6 µM; 360,000 compounds, 1.2% hits;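 active = mean replicate inhibition at least 60% with every replicate also reaching 60%; inconclusive = only one of the two criteria is met; inactive = mean below 60% and not all replicates reaching 60%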;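 note: luciferase light reporting Pax8 driven TPO promoter activity; plate controls were median of neutral control wells for no effect and mitoxantrone controls for full effect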
miR122 inh – blocks miR-122 activity in Huh7 sensor cells; activation (reporter increase), % at 12.5 µM; Huh7 miR-122 Renilla luciferase sensor, 48 h; neutral wells = 0, positive control = 100; 340,000 compounds, 0.3% hits;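 active = mean replicate activation score at least 90 and every replicate individually at or above 90; inconclusive = only one of the two criteria met; inactive = neither criterion met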;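 note: higher luciferase means less miR-122 activity so hits act as miR-122 inhibitors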
EWS-Fli inh – EWS/Fli transcriptional activity inhibition; A673 NR0B1-luciferase reporter, viability-normalised; inhibition, % at 12.6 µM; 350,000 compounds, 0.67% hits; AID 651661;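 active = mean inhibition of at least 50% after viability correction, with every replicate also passing that limit; inconclusive = mean reaches 50% but only one of two replicates passes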;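 note: firefly luciferase signal divided by Alamar Blue viability fluorescence both relative to DMSO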
INS-1E GSIS act – GLuc luminescence reporter in INS-1E cells, primary screen for activators of glucose-dependent secretion of insulin; INS-1E GLuc reporter insulin secretion, 2-3 h; 370,000 compounds, 0.61% hits; activation, % at 16.6 µM; AID 743287;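 active = lowest replicate activation of at least 40%, so every replicate reaches that level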;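 note: 0% = median of neutral control wells and 100% = median of IBMX positive control wells; some compounds called inactive have numbers as strong as hits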
Starred values were filed as active, the others as inactive; ? = inconclusive; . = not tested or not shown; [ ] = remark or other dose.

No. | smiles | FN deposition inh | CFTR F508del cor | DENV2 CPE | PAX8 reporter | miR122 inh | EWS-Fli inh | INS-1E GSIS act
1 | O=C(CC1C(=O)NCCN1C/C=C/c1ccccc1)NCCc1cccnc1 (stereo not given) | -2 | 1.5 | -5 | -7 | 2 | -2 | 9
2 | CN(CC(=O)Nc1ccccc1Cl)C(=O)CCNC(=O)Nc1ccccc1 | 1 | -4.5 | 8 | 15 | 3 | -5 | 6
3 | CC(=O)c1cccc(CN2CCN(CC(C)C)C(CCO)C2)c1 (stereo not given) | -4 | . | . | 6 | . | . | 5
4 | CCCCNC(=O)[C@@](CC)(ONc1ccccc1C(F)(F)F)c1cccc2ccccc12 | 19 | -3.7 | -19 | 14 | 0 | 16 | .
5 | COc1ccc(CNC(=O)c2csc3c2CCCC3)cc1 | 5 | 0.7 | -10 | -39 | -5 | -19 | -17
6 | O=C(COC(=O)C1CCN(C(=O)c2ccc(Cl)cc2)CC1)Nc1ccccc1F | -2 | -1.4 | 7 | 3 | . | -5 | -22
7 | O=C1c2ccccc2C(=O)c2c1cccc2-n1nnc2ccccc21 | 4 | 3.4 | 2 | -2 | 1 | 14 | -1
8 | O=C(Nc1ccc2c(c1)OCO2)c1ccc(N2CCCC2)c([N+](=O)[O-])c1 | 4 | . | . | -90 | -6 | . | 1
9 | N=c1ccn2c(n1)O[C@H]1[C@@H](CO)[C@H](O)O[C@H]12 | 0 | 4.6 | ? | 52 | -10 | 48 | 9
10 | CCc1cnc(N2[C@H](CO)[C@@H](c3ccc(C#CCC4CCCC4)cc3)[C@@H]2C#N)s1 | 5 | -2.5 | . | 35 | . | 3 | -9
11 | C=CCOc1ccc(Br)cc1/C=C1\NC(=S)N(C(C)=O)C1=O | -15 | 2.1 | -5 | 32 | 5 | 11 | -34
12 | Fc1ccc(CSc2ncnc3ccccc23)cc1 | . | -3.6 | 8 | -16 | . | -17 | 13
13 | CC(C)[C@H](NC(=O)c1ccccc1)C(=O)N1CCc2ccccc21 | -7 | . | -1 | -1 | 4 | 9 | 4
14 | O=C(Cc1ccc([N+](=O)[O-])cc1)N/N=C/c1ccc([N+](=O)[O-])o1 | . | -2.3 | 17 | 30 | . | 6 | -7
15 | CC(=O)Nc1ccc(S(=O)(=O)Nc2nc3ccccc3nc2-n2ccc(=NC(=O)c3ccc(F)cc3)cc2)cc1 | -8 | -3.0 | 9 | 13 | -1 | 5 | 5
16 | COc1ccc(-c2nc3cc(C)c(Br)c(C)n3c2Cc2ccsc2)cc1OC | -15 | -1.7 | 2 | -2 | . | -9 | 14
17 | COc1ccc(NC(=O)COC(=O)c2ccc(OC)c(S(=O)(=O)N3CCCC3)c2)cc1OC | -6 | -3.7 | -1 | -3 | -1 | -1 | 10
18 | Cc1cc2nc(C3CCN(C(=S)NCCCOC(C)C)CC3)[nH]c2cc1C | 11 | 1.2 | . | -1 | . | 12 | -47
19 | O=C(c1ccc(F)cc1)N1C[C@@H]2[C@H](c3ccccc31)[C@@H](CO)N2C(=O)c1ccccc1 | 18 | 0.5 | -10 | 18 | 10[16.7 µM] | 0 | 3
20 | COc1ccc(C2CC(c3ccccc3)=NN2c2ccc(C(N)=O)cc2)cc1 (stereo not given) | 2 | -4.7 | -7 | -14 | 6 | 13 | -8
21 | CN(CC(=O)Nc1ccccc1Cl)C1CCS(=O)(=O)C1 (stereo not given) | 2 | 2.6 | 6 | -3 | -4 | -2 | -3
22 | O=C(Nc1cc(S(=O)(=O)N2CCOCC2)ccc1N1CCCC1)c1cccnc1Cl | -4 | -0.9 | 9 | -6 | -2 | -3 | 7
23 | C[C@@H]1CCCCO[C@@H](CN(C)C(=O)Cc2ccccc2)[C@@H](C)CN([C@@H](C)CO)C(=O)c2cc(NS(=O)(=O)c3ccc(Cl)cc3)ccc2O1 | 13 | 2.9 | 0 | 32 | 2[16.7 µM] | 4 | -12
24 | COc1cc2ccccc2cc1C(=O)Nc1sc2c(c1C(N)=O)CCN(C(C)C)C2 | 6 | -1.9 | 13 | . | -12 | 17 | .
25 | O=C(NC(=S)NNC(=O)[C@H]1C[C@@H]1c1ccccc1)c1ccc(F)cc1 | 0 | 0.2 | -2 | 0 | 3 | 0 | 3
26 | COC(=O)c1ccccc1NCC(=O)c1ccc(OC)cc1 | -3 | -0.1 | 2 | 17 | 3 | -32 | 4
27 | CCOC(=O)C1CCCN(C(=O)CN2C(=O)/C(=C/c3ccc(OC)cc3)Oc3ccccc32)C1 (stereo not given) | 5 | . | -11 | -12 | . | -8 | 7
28 | Cc1ccc(CCNC(=O)CCS(=O)(=O)Cc2ccc(C)cc2)cc1 | -2 | -1.4 | -4 | -13 | -8 | 7 | 7
29 | CCOCCCn1cnc2c3cc(F)ccc3n(C)c2c1=O | -15 | 2.8 | 7 | -21 | -3 | -14 | 1
30 | COc1ccccc1NC(=O)Nc1nnc(CC(=O)Nc2ccccc2)s1 | -5 | -0.8 | 12 | 21 | . | -1 | 12
31 | COc1ccc(C2Nc3ccccc3C(=O)N2Cc2ccccc2)cc1CN1CCOCC1 (stereo not given) | 1 | -0.1 | 1 | 15 | . | -5 | -5
32 | COC(=O)c1c(Oc2nc(OC)cc(OC)n2)cccc1Oc1nc(OC)cc(OC)n1 | 7 | -5.3 | -3 | -59 | -4 | 0 | 8
33 | COc1cc(OC)cc(C(=O)OCC(=O)Nc2cccc(S(=O)(=O)NC3=NCCCCC3)c2)c1 | 18 | 2.4 | -6 | -1 | -7 | 17 | -12
34 | CCn1nc(C)c(CN2CCCC(CNS(=O)(=O)c3ccc(OC)cc3)C2)c1C (stereo not given) | -3 | -0.6 | -11 | -2 | 2 | 11 | -3
35 | Cn1cc(Cl)c(/C=C(\C#N)S(=O)(=O)c2ccccc2)n1 | 3 | 1.9 | ? | 2 | 1 | 25 | .
36 | CNC[C@@H]1Oc2ccc(NC(=O)CCC(F)(F)F)cc2CC(=O)N([C@@H](C)CO)C[C@H]1C | -8 | -1.0 | -3 | -8 | 3[16.7 µM] | -6 | 18

Brought forward from above: five compounds, then new ones.
No. | smiles | FN deposition inh | CFTR F508del cor | DENV2 CPE | PAX8 reporter | miR122 inh | EWS-Fli inh | INS-1E GSIS act
32 | COC(=O)c1c(Oc2nc(OC)cc(OC)n2)cccc1Oc1nc(OC)cc(OC)n1 | 7 | -5.3 | -3 | -59 | -4 | 0 | 8
33 | COc1cc(OC)cc(C(=O)OCC(=O)Nc2cccc(S(=O)(=O)NC3=NCCCCC3)c2)c1 | 18 | 2.4 | -6 | -1 | -7 | 17 | -12
34 | CCn1nc(C)c(CN2CCCC(CNS(=O)(=O)c3ccc(OC)cc3)C2)c1C (stereo not given) | -3 | -0.6 | -11 | -2 | 2 | 11 | -3
35 | Cn1cc(Cl)c(/C=C(\C#N)S(=O)(=O)c2ccccc2)n1 | 3 | 1.9 | ? | 2 | 1 | 25 | .
36 | CNC[C@@H]1Oc2ccc(NC(=O)CCC(F)(F)F)cc2CC(=O)N([C@@H](C)CO)C[C@H]1C | -8 | -1.0 | -3 | -8 | 3[16.7 µM] | -6 | 18
37 | O=C(O)/C(=C\c1ccc(-c2ccc(F)cc2)o1)c1ccccc1 | . | 3.3 | 1 | -8 | . | -16 | -25
38 | Cc1cccc(NC(=O)CNC(=O)CSc2ncccn2)c1C | -2 | -3.7 | 3 | . | -2 | -12 | -1
39 | Cc1cccc(C=Nc2ccc3c4c(cccc24)CC3)c1O | -56 | . | . | -5 | . | . | -4
40 | Cc1ccccc1N(CC(=O)NCCSc1ccccn1)S(=O)(=O)c1ccccc1 | 5 | 1.5 | 4 | 16 | . | 2 | -12
41 | COc1cc(Cl)c(C)cc1NCC(=O)Nc1cccc(S(=O)(=O)N2CCCC2)c1 | 2 | 0.8 | -4 | 15 | 14 | 0 | -2
42 | CCCCNC(=O)CSc1nc2c(sc(=S)n2-c2cc(Cl)ccc2OC)c(=O)[nH]1 | -2 | -1.5 | 0 | -4 | . | 7 | .
43 | CCOC(=O)[C@]12CCCC=C1N(Cc1ccc(Cl)cc1Cl)C(=O)[C@H](CC(=O)NCc1cccs1)C2 | -4 | 0.1 | -2 | 34 | . | 11 | -30
44 | CC1(C(=O)NS(=O)(=O)c2ccccc2)CCN1C(=O)Cc1cccc2ccccc12 (stereo not given) | . | -1.2 | 3 | -1 | -16 | -3 | -11
45 | O=C(c1cc([N+](=O)[O-])ccc1N1CCCC1)N1CCCCC1 | -1 | 0.7 | 4 | -19 | . | 9 | -4
46 | C/C(=N\NC(=O)CNC(=O)c1ccc2c(c1)OCCO2)c1ccco1 | -4 | -3.3 | -4 | -1 | . | -7 | 3
47 | Cc1cccc(N2CN(Cc3cccnc3)CNC2=S)c1C | . | . | . | -29 | -6 | . | 11
48 | CCCNC(=O)[C@H]1[C@H](CO)[C@H]2Cn3c(ccc(/C=C/c4ccccc4)c3=O)[C@H]2N1CC1CC1 | -3 | -1.0 | -3 | 14 | -3[16.7 µM] | 6 | -9

Of the compounds above, 4 have an aryl thioether with sulfur outside any ring.
No. | smiles | FN deposition inh | CFTR F508del cor | DENV2 CPE | PAX8 reporter | miR122 inh | EWS-Fli inh | INS-1E GSIS act
12 | Fc1ccc(CSc2ncnc3ccccc23)cc1 | . | -3.6 | 8 | -16 | . | -17 | 13
38 | Cc1cccc(NC(=O)CNC(=O)CSc2ncccn2)c1C | -2 | -3.7 | 3 | . | -2 | -12 | -1
40 | Cc1ccccc1N(CC(=O)NCCSc1ccccn1)S(=O)(=O)c1ccccc1 | 5 | 1.5 | 4 | 16 | . | 2 | -12
42 | CCCCNC(=O)CSc1nc2c(sc(=S)n2-c2cc(Cl)ccc2OC)c(=O)[nH]1 | -2 | -1.5 | 0 | -4 | . | 7 | .

Next part.
No. | smiles | FN deposition inh | CFTR F508del cor | DENV2 CPE | PAX8 reporter | miR122 inh | EWS-Fli inh | INS-1E GSIS act
49 | C[C@@H]1CN([C@@H](C)CO)C(=O)c2cc(NC(=O)CCC(F)(F)F)ccc2O[C@@H](C)CCCCO[C@@H]1CN(C)C(=O)c1ccncc1 | -1 | 0.5 | 11 | -20 | -6[16.7 µM] | -2 | -9
50 | CCN(CC(=O)Nc1cc(Cl)ccc1Cl)C(=O)c1ccc(-n2cccn2)cc1 | 1 | -0.1 | -3 | 10 | 4 | -11 | 1
51 | O=S(=O)(Nc1ccc(N2CCCCC2)cc1)c1ccccc1F | -4 | -1.9 | 18 | 5 | 10 | 10 | .
52 | O=C(N[C@H]1CC[C@@H](CC(=O)N2CCC(Cc3ccccc3)CC2)O[C@@H]1CO)c1cnccn1 | -20 | -1.1 | 5 | 15 | . | 3 | -5
